FadD28 FP inh: inhibitors of FadD28 bisubstrate probe binding, primary screen, biochemical, fluorescence polarization, single point. inhibition, % at 12.5 µM. AID 588549, 2011. Mycobacterium tuberculosis FadD28 fatty-acid-AMP ligase. 0.22% of 360,000 active; in the data active = inhibition above about 8.5%, passing the limit was not always enough; inconclusive = no clear call, values can overlap the other calls
CCHF vOTU inh: CCHFV vOTU protease inhibitors, primary screen, biochemical, Pep-AMC substrate, fluorescence; Crimean-Congo hemorrhagic fever virus L polyprotein viral ovarian tumor (vOTU) protease …; inhibition, % at 11.5 µM; 0.55% of 370,000 active; AID 651958, 2012; in the data active = inhibition above about 30%; also: 0% = vehicle wells with enzyme and 100% = no enzyme wells
Anthrax LF prot: Bacillus anthracis LF protease inhibitors, primary screen, biochemical, multiplex microsphere, MLPCN library. Lethal factor (Bacillus anthracis), P15917. multiplex microsphere protease cleavage assay. inhibition, % at 10 µM. 0.12% of 360,000 active; also: plate controls were buffer without enzyme for full effect and enzyme alone for no effect
Y pestis TopoI: Yersinia pestis topoisomerase I inhibitors, primary screen, biochemical, cleavage product accumulation, plate reader, single point; AID 504884, 2011; DNA topoisomerase I (Yersinia pestis CO92); Y. pestis Topo-I cleavage product accumulation; 0.064% of 360,000 active; activity, % at 10 µM; in the data active = activity above about 50%, passing the limit was not always enough; inconclusive = no clear call, values can overlap the other calls; also: inactives centre near 2
PfHsp40 rescue: rescue of yeast from PfHsp40 toxicity, primary screen, S. cerevisiae, ATP luminescence | growth rescue, % at 12.5 µM | S. cerevisiae expressing PfHsp40, growth rescue | 0.68% of 340,000 active; in the data active = growth rescue above about 28%, passing the limit was not always enough; inconclusive = no clear call, values can overlap the other calls;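 also: yeast W303a lacking pdr1 and pdr3 grown in galactose medium; growth measured after three days at 30 °C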
BoNT A protease: BoNT/A light chain protease inhibitors, primary screen, biochemical, flow cytometry, MLPCN library. inhibition, % at 10 µM. 0.17% of 360,000 active. multiplex microsphere protease substrate cleavage; also: plate controls were buffer without enzyme for full effect and enzyme alone for no effect
TcdB inh: TcdB glycohydrolase inhibitors, primary screen, biochemical, single point, plate reader; Toxin B (Clostridioides difficile), P18177; TcdB glycohydrolase enzymatic assay; inhibition, % at 9.99 µM; 0.24% of 350,000 active; AID 652162, 2013; in the data active = inhibition above about 10%
PrPC surface inh: inhibitors of human cell surface prion protein PrPC, primary screen, cell-based, TR-FRET; TR-FRET read-out; inhibition, % at 13.8 µM; 0.43% of 370,000 active; AID 720596, 2013; in the data active = inhibition above about 24%; also: 0% = median of the test wells and 100% = reference compound wells
BoNT F protease: BoNT/F light chain protease inhibitors, primary screen, biochemical, flow cytometry, MLPCN library | Botulinum neurotoxin type F light chain protease (Clostridium botulinum) | Multiplex microsphere protease cleavage assay | inhibition, % at 10 µM | 0.22% of 360,000 active | AID 588497, 2011; in the data active = inhibition above about 35%, passing the limit was not always enough; inconclusive = no clear call, values can overlap the other calls; also: plate controls were buffer without enzyme for full effect and enzyme alone for no effect
Numbers without * were called inactive; ? = inconclusive; / = not tested or not shown. Rule as the data show it, unless noted: active = inhibition above about 30%; inconclusive = no clear call, values can overlap the other calls; inactive = below that.

SMILES	FadD28 FP inh	CCHF vOTU inh	Anthrax LF prot	Y pestis TopoI	PfHsp40 rescue	BoNT A protease	TcdB inh	PrPC surface inh	BoNT F protease
CCN(c1ccccc1)S(=O)(=O)c1cc(CN2C(=O)c3cccnc3C2=O)ccc1OC	-5.4	2	0	7	-0.7	-2.1	1.2	7	0
COc1cccc(CSc2nc3ccncc3[nH]2)c1	-6.8	4	-7	4	-2.1	-0.3	-2.2	-4	-5
O=C1C2C3c4ccccc4C(c4ccccc43)C2C(=O)N1Cc1ccccn1 (configuration not stated)	-1.2	-5	-5	5	0.8	-0.5	2.2	4	-10
CN(C)c1ccc(NC(=O)Oc2ccccc2)cc1	-0.3	9	-4	-10	0.1	-3.2	/	-3	-68
COc1ccc(CCNc2cc(C)nc3c(-c4ccc(Cl)cc4)c(C)nn23)cc1OC	-1.5	1	0	1	-1.0	-0.7	/	14	-9
Cc1cc(C)cc(C(O)c2ncc(-c3ccccc3)[nH]2)c1 (configuration not stated)	-2.8	-11	1	6	/	0.1	-0.2	-4	-5
CCOC(=O)c1cc(S(=O)(=O)N2CCC(C)CC2)cn1C	0.2	10	3	-6	-0.8	0.5	1.7	2	6
Clc1cc(Br)ccc1OCCCn1ccnc1	-3.7	-15	-1	15	-0.6	0.3	2.3	6	0
O=C(NC1CCCC1)c1ccc([N+](=O)[O-])s1	0.6	21	1	1	0.5	-1.2	1.7	-63	0
CCOC(=O)[C@H]1[C@H]2COc3ccc(OC)cc3[C@@H]2N2C(=O)CN(CC3CCCO3)C(=O)[C@@]12C (some centres not stated)	-0.1	-4	-5	2	2.4	-0.3	1.0	-4	1
Cn1nc(-c2ccc(Cl)cc2)c2cc(C(=O)NCCCN3CCOCC3)sc21	-14	/	-6	-3	0.9	-0.6	/	/	0
CC(C)=CCCC(C)N(C=O)C(C)CCC=C(C)C (configuration not stated)	-1.6	5	-6	3	-0.7	-0.5	/	-3	-10
Cc1occc1C(=O)N/N=C/c1cnn(C)c1C	-3.1	-11	-2	3	0.6	-0.1	/	-3	2
CC(=O)c1ccc(OCC(=O)Nc2ccc(N3CCCCC3)cc2)cc1	-2.3	14	-8	-2	0.2	1.8	2.2	10	-21
COc1ccc(NC(=O)CS(=O)(=O)c2ccc(Br)cc2)cc1	-3.5	5	-9	3	-0.5	-2.2	-1.0	4	-6
Cc1ccc(CNC(=O)CN2C(=O)c3ccccc3S2(=O)=O)cc1	-2.3	9	1	1	-0.3	1.0	0.7	-6	1
COc1ccc(-c2nc3cc([N+](=O)[O-])ccc3o2)cc1	-3.7	-2	1	11	-0.7	0.0	0.9	6	-1
N#CCSc1ncccc1-c1nc2ccccc2[nH]1	-9.0	10	-1	-15	-0.6	1.4	/	-2	-7
CCN1C(=O)/C(=C/c2cc(C)n(C)c2C)SC1=Nc1ccc(OC)cc1	-0.3	-13	-7	3	-0.5	-0.2	/	0	-4
O=C1CCC/C(=N\NC(=O)c2ccc(CSc3cccc4cccnc34)cc2)C1	-4.1	-8	1	6	0.1	0.1	1.0	-10	-8
CCC(OC(=O)c1nsc(Cl)c1Cl)C(=O)NCc1cccs1 (configuration not stated)	-4.7	-6	1	-2	-0.9	0.1	/	-3	3
Cc1c(C(=O)NCc2ccc(C(C)C)cc2)sc(=O)n1Cc1ccc(S(=O)(=O)N(C)C)cc1	-19	6	-10	38	/	-0.9	1.1	3	-21
COc1ccc(CCC(C)NCc2ccccc2OC)cc1 (configuration not stated)	-0.7	-13	5	4	1.2	1.3	1.1	-4	-15
CCN(CC)CCCn1c2c(c(SCC(=O)Nc3nc4ccccc4s3)nc1=O)CCC2	-4.6	-3	?	7	1.0	?	1.2	-11	?
O=C1C(=O)N(CCN2CCOCC2)C(c2ccc(Cl)c(Cl)c2)/C1=C(/O)c1ccc2c(c1)OCO2 (configuration not stated)	0.8	7	0	8	0.8	-3.4	1.2	-1	-14
O=C(c1ccccc1)c1ccc2cc(O)ccc2c1	-2.9	-2	-4	0	17	3.4	0.7	-4	-4
CN(CC(=O)Nc1ccc(Cl)cc1)CC(=O)Nc1cccc2ccccc12	/	17	4	12	2.4	-0.1	0.4	0	0
CC(C)Cn1c2c(c(O)c(C(=O)Nc3ccc(F)cc3)c1=O)CCCC2	-0.3	-4	-3	2	6.6	0.3	/	-4	-12
NC(=O)[C@@H]1CC2(CC(c3cccc(NC(=O)CC(c4ccccc4)c4ccccc4)c3)=NO2)CN1C(=O)c1ccc(Cl)cc1 (some centres not stated)	1.0	-1	0	9	-0.2	0.4	0.7	-8	-12
CSC(=NC#N)N1CCN(c2ccc(Cl)cc2)CC1	-0.1	-5	-10	20	1.1	0.3	/	8	-3
CC(C)(O)c1[nH]c2ccc(C(F)(F)F)cc2c1C(C)(C)O	-1.6	16	-4	2	3.3	-0.6	0.6	-1	1
O=C(COC(=O)c1nc(Cl)ccc1Cl)Nc1ccc2c(c1)OCO2	-1.1	0	-1	-2	-0.1	-0.6	-4.2	10	-2
Cn1ccc2c(-c3ccc(CO)cc3)cc3c(c21)C1CCC3C1 (configuration not stated)	3.8	-33	7	/	/	5.1	2.1	-3	-14
COc1ccc(NCc2nnc(SCC(=O)Nc3ccccc3)n2C)cc1	-1.3	-3	-4	-2	-0.4	0.1	0.7	-8	0
CCOP(=O)(OCC)C(CC)N1CCOCC1 (configuration not stated)	-1.1	-1	-2	-6	-0.5	-0.1	/	-7	-1
Oc1ccc(/C(Cc2ccccn2)=N\Nc2ccccc2)c(O)c1	0.6	2	1	-8	2.3	0.8	0.7	5	2
CSCCC(NC(=O)/C(=C/c1ccc(F)cc1)NC(C)=O)C(=O)O (configuration not stated)	-1.1	-4	-5	-7	0.6	-2.5	1.1	0	-3
CCCCNC(=S)NCc1ccc2[nH]c3c(c2c1)CCCC3	-1.9	10	-9	-5	-1.1	-0.4	-0.4	2	-4
O=C(CSc1ccc2nnc(-c3ccc(F)cc3)n2n1)NCc1ccco1	-1.6	-12	0	-3	?	0.3	/	1	4
CCN1C[C@@H]2[C@@H]3C(=O)N(C)C(=O)[C@@H]3[C@](C)(C1=O)N2C(=O)c1ccc(Cl)c(Cl)c1	-1.4	-1	-6	-2	-0.1	-0.4	0.0	0	1
COc1ccc(C(=O)NCC(=O)N/N=C(\C)c2ccco2)cc1OC	-0.6	-7	-4	-6	0.2	-0.2	1.1	1	6
COc1ccc(C2CC(c3ccc(Cl)c(Cl)c3)Nc3nc(N)nn32)cc1 (configuration not stated)	-0.9	-3	-12	18	0.3	0.2	1.3	0	0
Cc1ccc(NC(=S)N2CCN(S(=O)(=O)c3ccc(F)cc3)CC2)cc1	0.7	-4	0	11	2.5	-2.3	-0.5	-5	4
COc1ccc(CCC(=O)Nc2c(-c3ccc(N(C)C)cc3)[nH][nH]c2=O)cc1	-1.8	109*	0	/	/	-1.4	-0.4	6	-1
CCN1C(=S)N[C@@H](c2cccc(F)c2)C(C(=O)OC)=C1C	-4.0	-1	-3	4	1.3	0.4	1.3	0	1
O=C(O)c1ccc(Nc2nc3ccccc3nc2NS(=O)(=O)c2ccc(F)cc2)cc1	?	9	-2	-8	0.2	0.5	0.4	8	2
O=C(/C(=C/c1ccc(Cl)cc1)c1nc2ccccc2[nH]1)c1cccs1	-1.2	/	-3	1	0.2	-1.5	/	/	-3
COc1ccc(-n2nc3c(c2NC(=O)CCl)CSC3)cc1	-0.1	18	/	-1	-1.8	/	0.7	-6	/
CCn1c(CCc2nc3ccccc3[nH]2)n[nH]c1=S	-2.4	-8	1	-13	-1.2	1.0	-0.5	-2	-3
CCC1Oc2ccc(C)cc2N(CC(=O)NCCN2CCCCCC2)C1=O (configuration not stated)	-4.7	-12	-5	-6	-2.2	0.3	0.7	4	-17
CCOC(=O)C(NC(=O)c1ccccc1)(OCc1ccc(F)cc1)C(F)(F)F (configuration not stated)	-5.0	-17	-1	6	1.2	-0.5	2.6	15	-2
CCOC(=O)c1[nH]c(C)c(C(=O)N2CCN(c3ccc(OC)cc3)CC2)c1C	-4.2	-8	-2	2	0.0	0.5	1.6	0	-1
O=C(CCc1ccccc1)N1N=C(c2ccncc2)CC1(O)C(F)(F)F (configuration not stated)	-4.6	-10	2	1	0.1	-0.1	-0.5	0	-3
COc1ccc(Cn2nnnc2CN(CCCN2CCOCC2)Cc2cc3cc(OC)ccc3[nH]c2=O)cc1	-2.8	-12	-4	-1	-0.5	-0.4	0.2	-1	-2
COc1cc(C(C(=O)NC2CCCCC2)N(CCN2CCOCC2)C(=O)C2COc3ccccc3O2)cc(OC)c1OC (configuration not stated)	1.0	0	1	-3	0.6	0.0	-0.3	4	1
O=C(Nc1ccc(NC(=O)c2ccc(Cl)cc2Cl)cc1)c1cccs1	-2.1	2	-14	4	-0.4	0.0	-1.0	2	6

Compound profiles (already shown). Values in the order: FadD28 FP inh	CCHF vOTU inh	Anthrax LF prot	Y pestis TopoI	PfHsp40 rescue	BoNT A protease	TcdB inh	PrPC surface inh	BoNT F protease
Record of `O=C(/C(=C/c1ccc(Cl)cc1)c1nc2ccccc2[nH]1)c1cccs1` → -1.2	/	-3	1	0.2	-1.5	/	/	-3
Record of `CCOC(=O)c1[nH]c(C)c(C(=O)N2CCN(c3ccc(OC)cc3)CC2)c1C` → -4.2	-8	-2	2	0.0	0.5	1.6	0	-1

2 neighbouring compounds out of the list so far:
SMILES	FadD28 FP inh	CCHF vOTU inh	Anthrax LF prot	Y pestis TopoI	PfHsp40 rescue	BoNT A protease	TcdB inh	PrPC surface inh	BoNT F protease
COc1cc(C(C(=O)NC2CCCCC2)N(CCN2CCOCC2)C(=O)C2COc3ccccc3O2)cc(OC)c1OC (configuration not stated)	1.0	0	1	-3	0.6	0.0	-0.3	4	1
O=C(Nc1ccc(NC(=O)c2ccc(Cl)cc2Cl)cc1)c1cccs1	-2.1	2	-14	4	-0.4	0.0	-1.0	2	6

Among those listed so far, 3 have a furan ring, fused or not:
SMILES	FadD28 FP inh	CCHF vOTU inh	Anthrax LF prot	Y pestis TopoI	PfHsp40 rescue	BoNT A protease	TcdB inh	PrPC surface inh	BoNT F protease
Cc1occc1C(=O)N/N=C/c1cnn(C)c1C	-3.1	-11	-2	3	0.6	-0.1	/	-3	2
O=C(CSc1ccc2nnc(-c3ccc(F)cc3)n2n1)NCc1ccco1	-1.6	-12	0	-3	?	0.3	/	1	4
COc1ccc(C(=O)NCC(=O)N/N=C(\C)c2ccco2)cc1OC	-0.6	-7	-4	-6	0.2	-0.2	1.1	1	6
